Compound activity (PubChem BioAssay)
KOR beta-arrestin-1 – KOR antagonists, beta-arrestin recruitment, cell-based, luminescence, uHTS (AID 1778); KOR beta-arrestin recruitment, luminescence, antagonist mode; higher % means a stronger effect; hit rate 0.091% among 290,000; inhibition, % at 10 µM; hits with a dose series show IC50 in µM; in the data active means inhibition above about 50%; further: strong numbers were not always called active
HIV peptide binding – inhibitors of HIV fusion peptide binding, primary screen, biochemical, uHTS, fluorescence dequenching (AID 1986). hit rate 0.3% among 290,000. one-dose inhibition, % at 20 µM; IC50 in µM for titrated hits. cell-free peptide binding, fluorescence dequenching, 30 min; higher % means a stronger effect; in the data active means inhibition mostly above about 52%, no sharp cut-off; inactive means mostly below about 76%; further: some results filed as inactive read as strong as hits
KOR beta-arrestin-2 – KOR agonists, beta-arrestin recruitment, primary screen, cell-based, luminescence, uHTS (AID 1777); hit rate 0.02% among 280,000; KOR beta-arrestin recruitment, luminescence; higher % means a stronger effect; activation, % at 10 µM; hits with a dose series show EC50 in µM; in the data active means activation above about 50%, passing the limit was not always enough; further: a part of the inactive calls stands beside numbers as strong as those of hits
NOD1 inhibition – NOD1 signaling inhibitors, primary screen, cell-based, luminescence, uHTS (AID 1578); inhibition, % at 4 µM; hits with a dose series show EC50 in µM; hit rate 1% among 290,000; NOD1-driven NF-kB luciferase reporter cells, luminescence; higher % means a stronger effect; in the data active means inhibition mostly above about 36%, no sharp cut-off; inactive means mostly below about 34%;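 further: HEK-293T reporter cells stimulated with the NOD1 agonist gamma-tri-DAP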
GPR55 beta-arrestin – GPR55 agonists via beta-arrestin recruitment, primary screen, imaging, U2OS cells, beta-arrestin-GFP redistribution (AID 1961). U2OS GPR55 beta-arrestin-GFP redistribution imaging; higher % means a stronger effect. activation, % at 10 µM; hits with a dose series show EC50 in µM. hit rate 0.048% among 290,000;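 active means activation above 40% with more than 50 cells counted in the well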;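 further: U2OS osteosarcoma cells stably expressing GPR55 and beta-arrestin-GFP; plate controls were DMSO negative control for no effect and LPI positive control for full effect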
AID2073 – disruptors of CaV2.2 binding to Mint1 – biochemical, HTRF (AID 2073). HTRF protein-protein interaction, Mint1-CaV2.2; higher % means a stronger effect. inhibition, % at 20 µM; hits with a dose series show IC50 in µM. hit rate 0.19% among 290,000; in the data active means inhibition mostly above about 51%, no sharp cut-off; further: some results filed as inactive read as strong as hits
Siah-1 displacement – blockers of Siah-1 interaction with plectin peptide – biochemical, fluorescence polarization, rhodamine-plectin, uHTS, primary screen (AID 1817). hit rate 0.02% among 290,000. Siah-1 / rhodamine-plectin peptide fluorescence polarization; higher % means a stronger effect. displacement, % at 20 µM; hits with a dose series show IC50 in µM;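 active means displacement of at least 50% at 20 µM, with a fluorescence ratio check between 0.3 and a set limit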;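 further: plate controls were Siah plus tracer with DMSO for no effect and tracer alone without Siah for full effect; strong numbers were not always called active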
GPR35 arrestin U2OS – GPR35 antagonists blocking zaprinast-driven arrestin recruitment, primary screen, imaging, U2OS, beta-arrestin-GFP, zaprinast agonist (AID 2058); one-dose inhibition, % at 10 µM; IC50 in µM for titrated hits; U2OS GPR35 beta-arrestin-GFP translocation imaging, zaprinast antagonism; higher % means a stronger effect; hit rate 0.052% among 290,000;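 active means inhibition of at least 50% with at least 30 cells and total cytoplasm GFP at most 10,000,000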
GPR55 antagonists – GPR55 antagonists blocking LPI-driven arrestin recruitment, primary screen, imaging, U2OS, beta-arrestin-GFP, LPI agonist (AID 2013). inhibition, % at 10 µM; hits with a dose series show IC50 in µM. hit rate 0.13% among 290,000. U2OS GPR55 beta-arrestin-GFP translocation imaging, LPI antagonism; higher % means a stronger effect;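 active means spots per cell inhibited over 60%, with over 100 cells counted and total cytoplasm intensity under 500,000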;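 further: U2OS cells stably carrying GPR55 and arrestin-GFP stimulated by 5 µM LPI near EC80; imaged beta-arrestin-GFP aggregate spots per cell after agonist stimulation; plate controls were LPI-stimulated DMSO wells for no effect and DMSO wells without LPI for full effect; some results filed as inactive read as strong as hits; confirmed hits need IC50 under 10 µM and bright autofluorescent wells are also inconclusive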
Numbers without * were called inactive; . = not tested or not shown; [ ] = remark or other dose.

SMILES	KOR beta-arrestin-1	HIV peptide binding	KOR beta-arrestin-2	NOD1 inhibition	GPR55 beta-arrestin	AID2073	Siah-1 displacement	GPR35 arrestin U2OS	GPR55 antagonists
O=C(CSc1nc2ccccc2s1)Nc1cc(C(=O)O)cc(C(=O)O)c1	-1.1%	24.3%	-10.2%	-21.4%	0.0%	14.5%	7.9%	6.2%	11.5%
CCOC(=O)C1(Cc2ccccc2)CCCN(C(=O)c2cn[nH]c2)C1 (configuration not stated)	-15.5%	-1.4%	-7.2%	2.5%	0.1%	9.8%	-3.5%	20.9%	2.6%
CCN(CC)CCCNC(=O)C1c2ccccc2C(=O)N(CCOC)C1c1ccc(F)cc1 (configuration not stated)	13.6%	0.6%	-0.5%	-40.8%	-0.6%	4.3%	-1.1%	6.1%	2.9%
COC(=O)c1cccc(NC(=O)CSc2nc(=O)cc(N)n2-c2ccccc2)c1	-8.3%	-1.3%	1.8%	8.7%	-0.1%	0.6%	-2.5%	-14.9%	-4.2%
COc1cc(S(=O)(=O)N2CCC(O)(c3cccc(C(F)(F)F)c3)CC2)ccc1-n1cnnn1	15.7%	-1.0%	-1.7%	-10.3%	-0.1%	-4.4%	-2.0%	2.2%	5.8%
CCO/N=C/C(=O)Nc1ccc(F)cc1F	-12.2%	0.2%	-1.2%	-28.3%	-0.3%	-5.3%	-0.9%	-3.8%	-0.9%
O=C(NCCC1=CCCCC1)C(=O)NCc1ccccc1Cl	6.7%	-2.9%	0.1%	-14.5%	-0.1%	7.8%	2.8%	-9.2%	19.2%
CC(C)CNS(=O)(=O)c1ccc(CCC(=O)NC2CCCC2)cc1	-24.1%[20 µM]	1.4%	-3.6%	-22.3%	-0.1%	17.2%	5.0%	-13.5%	1.3%
CC(=O)Nc1ccc(S(=O)(=O)Nc2nc3ccccc3nc2Cl)cc1	0.0%	2.2%	-7.4%	-11.9%	-0.3%	14.5%	6.0%	-10.6%	-6.6%
COCCn1nnnc1C(c1ccccn1)N1CCN(c2cccc(C)c2C)CC1 (configuration not stated)	14.8%	-0.3%	-5.0%	-2.1%	0.8%	-5.4%	-0.8%	-6.2%	11.5%
C=CCN(CC=C)C(=O)c1c(OC)cccc1OC	35.4%	2.1%	0.9%	-35.3%	0.2%	0.1%	3.2%	6.3%	4.6%
CCCNC(=O)C1CC(c2cccc(F)c2)=NO1 (configuration not stated)	26.1%	-0.9%	.	0.0%	-0.2%	8.0%	4.0%	-6.4%	1.5%
O=C(O)C1(P(=O)(c2ccccc2)c2ccccc2)CCCC1	-8.0%	-0.2%	-4.1%	-6.9%	-0.2%	26.1%	-1.7%	7.7%	-1.4%
COc1cc(C(=O)OCCc2c(C)nc3nc[nH]n3c2=O)cc(OC)c1OC	-11.2%	-0.1%	-4.3%	-15.1%	0.0%	5.7%	4.0%	-9.5%	6.9%
Cc1ccc(CCNC(=O)C2CC(c3cccc(F)c3)=NO2)cc1 (configuration not stated)	5.8%	0.7%	5.6%	10.1%	-0.1%	6.4%	-0.2%	3.7%	-14.1%

Some of the entries so far, as comma-separated lines:
mol,KOR beta-arrestin-1,HIV peptide binding,KOR beta-arrestin-2,NOD1 inhibition,GPR55 beta-arrestin,AID2073,Siah-1 displacement,GPR35 arrestin U2OS,GPR55 antagonists
O=C(CSc1nc2ccccc2s1)Nc1cc(C(=O)O)cc(C(=O)O)c1,-1.1%,24.3%,-10.2%,-21.4%,0.0%,14.5%,7.9%,6.2%,11.5%
CCOC(=O)C1(Cc2ccccc2)CCCN(C(=O)c2cn[nH]c2)C1 (configuration not stated),-15.5%,-1.4%,-7.2%,2.5%,0.1%,9.8%,-3.5%,20.9%,2.6%
CCN(CC)CCCNC(=O)C1c2ccccc2C(=O)N(CCOC)C1c1ccc(F)cc1 (configuration not stated),13.6%,0.6%,-0.5%,-40.8%,-0.6%,4.3%,-1.1%,6.1%,2.9%
COC(=O)c1cccc(NC(=O)CSc2nc(=O)cc(N)n2-c2ccccc2)c1,-8.3%,-1.3%,1.8%,8.7%,-0.1%,0.6%,-2.5%,-14.9%,-4.2%
COc1cc(S(=O)(=O)N2CCC(O)(c3cccc(C(F)(F)F)c3)CC2)ccc1-n1cnnn1,15.7%,-1.0%,-1.7%,-10.3%,-0.1%,-4.4%,-2.0%,2.2%,5.8%
CCO/N=C/C(=O)Nc1ccc(F)cc1F,-12.2%,0.2%,-1.2%,-28.3%,-0.3%,-5.3%,-0.9%,-3.8%,-0.9%
O=C(NCCC1=CCCCC1)C(=O)NCc1ccccc1Cl,6.7%,-2.9%,0.1%,-14.5%,-0.1%,7.8%,2.8%,-9.2%,19.2%
CC(C)CNS(=O)(=O)c1ccc(CCC(=O)NC2CCCC2)cc1,-24.1%[20 µM],1.4%,-3.6%,-22.3%,-0.1%,17.2%,5.0%,-13.5%,1.3%
CC(=O)Nc1ccc(S(=O)(=O)Nc2nc3ccccc3nc2Cl)cc1,0.0%,2.2%,-7.4%,-11.9%,-0.3%,14.5%,6.0%,-10.6%,-6.6%
COCCn1nnnc1C(c1ccccn1)N1CCN(c2cccc(C)c2C)CC1 (configuration not stated),14.8%,-0.3%,-5.0%,-2.1%,0.8%,-5.4%,-0.8%,-6.2%,11.5%
C=CCN(CC=C)C(=O)c1c(OC)cccc1OC,35.4%,2.1%,0.9%,-35.3%,0.2%,0.1%,3.2%,6.3%,4.6%

Later entries.
SMILES	KOR beta-arrestin-1	HIV peptide binding	KOR beta-arrestin-2	NOD1 inhibition	GPR55 beta-arrestin	AID2073	Siah-1 displacement	GPR35 arrestin U2OS	GPR55 antagonists
O=C(O)c1ccc(/C=C/C(=O)c2ccc3c(c2)OCCCO3)cc1	12.2%	-2.1%	-2.6%	-0.8%	1.1%	17.1%	-0.9%	-5.0%	1.1%
CC(=O)CSc1cc(C)nc2c(-c3ccccc3)c(C)nn12	3.3%	0.7%	-3.5%	-4.6%	0.5%	-2.9%	8.1%	-4.5%	1.0%
Cc1ccc(C)c(S(=O)(=O)N2CCN(C(=O)c3ccc(N4CCCC4)c([N+](=O)[O-])c3)CC2)c1	7.6%	0.3%	-0.8%	-18.8%	0.5%	6.8%	-0.7%	-9.1%	17.5%
COc1ccccc1C1c2[nH]c3ccccc3c2CCN1Cc1cnc(C)s1 (configuration not stated)	-2.1%[20 µM]	0.1%	.	-19.3%	-0.1%	17.9%	0.4%	2.0%	-1.1%
Cc1ncoc1C(=O)N1CCc2c([nH]c3ccccc23)C1C1CCCCC1 (configuration not stated)	-5.5%	1.8%	2.3%	-35.9%	-0.1%	-7.9%	-0.5%	-10.3%	0.9%
Cc1c(C(=O)Nc2ccc3c(c2)OCCO3)sc2ncnc(N3CCCCC3C)c12 (configuration not stated)	-18.5%	-0.5%	4.0%	1.1%	0.5%	8.6%	1.7%	1.3%	-7.9%

Some of the compounds tested, so the mix of outcomes need not match the whole.
